Assay outcomes from PubChem.
AI-2 QS modul = modulates the Vibrio harveyi AI-2 quorum sensing system | Vibrio harveyi JMH597 AI-2 luminescence/OD600 ratio, 9 h; active compounds read low; strain lacks LuxN and CqsS sensors; 0 = neutral-control median | activity change, % at 7.5 µM | 300,000 compounds, 0.4% hits | AID 2094; in the data active means activity change below about -75%, passing the limit was not always enough;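 further: luminescence divided by OD600 gain over 9 h not by final OD600 alone; inactives centre near 13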
HSF1 activator = increases HSF-1 driven luciferase reporter signal. 300,000 compounds, 1.7% hits. NIH3T3-HGL HSF-1 luciferase reporter, MG132, 8 h; 100% = twice DMSO control signal. activation, % at 9 µM;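 active means mean replicate activation of at least 50% with a set share of replicates each reaching 50%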;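 further: 0% = median of the neutral control wells and 100% = twice that signal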
KLF5 inh = suppresses KLF5 promoter-driven expression | DLD-1 KLF5 promoter-luciferase reporter, luminescence | inhibition, % at 5 µM | 290,000 compounds, 0.23% hits | AID 1700;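 active means inhibition above a per-plate limit of that plate's mean compound inhibition plus 3 SD, cut at about 60% in these data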;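 further: 0% = DMSO wells and 100% = LY294002 at 200 µM; higher means less KLF5 promoter-driven luciferase light; inactives centre near -14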
HSP90 inh = inhibitors of HSP90 luciferase refolding in rabbit reticulocyte lysate; inhibition, % at 5.6 µM; 290,000 compounds, 0.91% hits; luciferase refolding luminescence, 3 h;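 active means inhibition above the screen-wide mean plus 3 SD, computed separately per campaign, cut at about 16% in these data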;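 further: 0% = DMSO wells and 100% = 60 µM geldanamycin wells; inhibitors lower the luminescence because luciferase stays unfolded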
GSK3B inh = inhibitors of human GSK3beta kinase. AID 2097. activity score (negative = inhibition), % at 10 µM. GST-GSK3beta kinase, ADP-Glo luminescence, 60 min; active compounds read low. 300,000 compounds, 0.038% hits;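 active means more than half of replicate wells score below -50%, meaning over 50% inhibition versus plate controls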;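 further: 0% = median DMSO wells and -100% = median GW8510 positive control wells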
Target sequence (P49841 whole entry, looked up): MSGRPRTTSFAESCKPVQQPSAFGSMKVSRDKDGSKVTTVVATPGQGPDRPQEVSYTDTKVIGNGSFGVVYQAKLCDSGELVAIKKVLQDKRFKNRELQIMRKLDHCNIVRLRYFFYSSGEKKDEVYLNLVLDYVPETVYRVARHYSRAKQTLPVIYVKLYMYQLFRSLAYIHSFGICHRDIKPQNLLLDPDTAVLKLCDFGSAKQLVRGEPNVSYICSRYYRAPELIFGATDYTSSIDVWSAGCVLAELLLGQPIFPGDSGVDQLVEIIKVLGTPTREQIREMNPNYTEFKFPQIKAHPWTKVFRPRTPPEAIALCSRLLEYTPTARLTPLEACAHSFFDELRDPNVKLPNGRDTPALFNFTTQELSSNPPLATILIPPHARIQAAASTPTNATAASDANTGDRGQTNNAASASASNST
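Test system: GST-tagged human GSK3beta kinase, cell-free; evaluation: activity score scaled between in-plate DMSO and GW8510 controls; measured by: ADP-Glo luminescence; incubation: 60 min reaction, RT; benchmarks: DMSO and 20 µM GW8510; reagent: peptide substrate plus 25 µM ATP (final); medium: Tris/MgCl2 kinase buffer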
IEC-6 cytotox = IEC-6 cytotoxicity, counter-screen for KLF5 inhibitors. luminescence viability. inhibition, % at 5 µM. 290,000 compounds, 0.78% hits. AID 1825; in the data active means inhibition above about 22%;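 further: 0% = plate median of test compound wells and 100% = cytotoxic reference compound wells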
aSyn 5UTR inh = MLPCN primary screen, SNCA 5' untranslated region. alpha-synuclein 5'UTR reporter, inhibitor activity. inhibition, % (tested at 7.5 µM). 300,000 compounds, 0.82% hits; in the data active means inhibition above about 60%;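 further: H4 neuroglioblastoma cells stably carrying SNCA 5'UTR luciferase fusion; 0% = DMSO wells and 100% = positive control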
GSK3A inh = blocks human GSK-3 alpha kinase; ADP-Glo luminescence, 60 min; inhibition, % at 10 µM; 320,000 compounds, 0.1% hits;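 in the data active means inhibition above about 50%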;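 further: GST-tagged GSK-3 alpha with peptide substrate and 25 µM ATP; 0% = DMSO neutral wells and 100% = GW8510 positive control wells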
Target sequence (P49840 whole entry, looked up): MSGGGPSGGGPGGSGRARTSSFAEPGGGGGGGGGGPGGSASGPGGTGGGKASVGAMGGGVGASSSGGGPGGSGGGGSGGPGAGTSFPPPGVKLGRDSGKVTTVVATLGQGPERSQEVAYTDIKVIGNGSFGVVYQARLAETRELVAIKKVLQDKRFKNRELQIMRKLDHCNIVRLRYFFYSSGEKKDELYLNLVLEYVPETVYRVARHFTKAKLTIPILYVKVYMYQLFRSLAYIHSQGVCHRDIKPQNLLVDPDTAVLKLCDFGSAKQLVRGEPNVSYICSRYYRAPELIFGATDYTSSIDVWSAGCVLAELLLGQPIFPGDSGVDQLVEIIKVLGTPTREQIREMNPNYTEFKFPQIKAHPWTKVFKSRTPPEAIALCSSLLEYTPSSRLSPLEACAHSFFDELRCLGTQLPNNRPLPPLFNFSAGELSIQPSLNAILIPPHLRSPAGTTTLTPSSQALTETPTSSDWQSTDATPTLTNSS
HSF1 inh = HSF1 inhibition. 300,000 compounds, 0.77% hits. activity change, negative = inhibition, % at 7.5 µM (by protocol). NIH3T3-HGL HSE-luciferase, MG132-induced, luminescence 8 h; active compounds read low. AID 2098;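 active means more than half of replicate wells show activity change below -50%, luminescence cut by over half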;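 further: luciferase reports HSF-1 transcriptional activity via heat shock element; 0% = median of DMSO wells and -100% = zero luminescence signal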
PolyA inh = yeast polyadenylation inhibition | 300,000 compounds, 0.02% hits | calls only at 12 µM | S. cerevisiae SKY197-pL101 polyadenylation reporter, beta-gal luminescence; efflux-impaired pdr1/pdr3 knockout yeast; score 100 = 6 SD above DMSO | AID 1875;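 active means lowest replicate activity score at least 50, where 100 means six control SD above control mean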;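 further: yeast exposed to compound for 9 h at 30 °C; higher score means more reporter readthrough which indicates perturbed polyadenylation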
* marks the source's active call; other numbers are inactive results; i = inactive; · = not tested or not shown.

SMILES | AI-2 QS modul | HSF1 activator | KLF5 inh | HSP90 inh | GSK3B inh | IEC-6 cytotox | aSyn 5UTR inh | GSK3A inh | HSF1 inh | PolyA inh
Cc1cc(=O)oc2c3c(cc(OCC(=O)NCCC(=O)N[C@@H](C)C(=O)O)c12)OC(C)(C)CC3 | -9 | 9 | -10 | 4 | 0 | 1 | -10 | 1 | -6 | i
COc1ccc(N2CCN(C(=O)c3ccc(C(C)(C)C)cc3)CC2)cc1 | -9 | 0 | 10 | 0 | -6 | 10 | -8 | -6 | -11 | i
Cc1nn(CC(=O)Nc2ccc3c(c2)OCO3)c(C)c1Cl | 26 | 15 | -61 | 0 | 2 | -2 | 18 | -1 | -1 | i
O=C(Cn1cc([N+](=O)[O-])cn1)N1CCCc2ccccc21 | 10 | -5 | -2 | 1 | 2 | -5 | 24 | -4 | 1 | i
Oc1ccc2n[nH]nc2c1 | 24 | 3 | -14 | 3 | -1 | -2 | -11 | 4 | -2 | i
CC1=NN(c2ccccc2)C(=O)/C1=C/c1cccc(C)c1 | -2 | 9 | -27 | 5 | -2 | 0 | 9 | -4 | 5 | i
O=C(Nc1ccc(Cl)cn1)Nc1cccs1 | 28 | 70* | -31 | -1 | 2 | 6 | -79 | -2 | 57 | i
O=C(COc1ncnc2scc(-c3ccc(Cl)cc3)c12)NCc1ccco1 | 25 | -4 | -30 | 3 | 3 | 8 | -17 | -3 | 4 | i
Cc1cc(C)c(C)c(S(=O)(=O)N2CCN(CC(=O)NC(=O)NCc3ccccc3)CC2)c1C | 13 | 6 | -11 | -3 | -3 | -7 | 21 | -4 | -1 | i
N#Cc1c(NC(=O)CSc2n[nH]c(N)n2)oc(-c2ccccc2)c1-c1ccccc1 | 5 | 11 | -23 | -1 | -2 | 8 | 4 | -1 | -10 | i
Cc1cc(NC(=O)C2CC(c3ccccc3Cl)=NO2)no1 (stereo unspecified) | 9 | 8 | -49 | 0 | -2 | -2 | -45 | 3 | -5 | i
Cc1cccc(NC(=O)COc2cccc3c2CCN(C)C3=O)c1C | 11 | 19 | -25 | 2 | 3 | -1 | -16 | -2 | 6 | i
CCCCCCCSc1nnc(-c2ccccc2N)c(=O)[nH]1 | 24 | 9 | 2 | -1 | 0 | 0 | -17 | 0 | 3 | i
COC(=O)C1NN=C(C(=O)c2ccc(Br)cc2)C1c1cccc(Br)c1 (stereo unspecified) | 16 | 27 | -14 | 1 | 2 | 2 | -28 | -4 | 18 | i
CC(C)C(=O)N=C1NC(=O)CS1 | 37 | 6 | -21 | 0 | -1 | -6 | -9 | -3 | -1 | i
CC(C)(C)NS(=O)(=O)c1ccc(NC(=O)C2CCCO2)cc1 (stereo unspecified) | 15 | -9 | -19 | 1 | -2 | -5 | -5 | 0 | -2 | i
Cc1nc(NC(=O)/C=C/c2ccccc2)sc1C(=O)Nc1ccccc1Cl | 11 | -8 | 6 | 27* | 3 | -3 | -16 | -2 | 1 | i
Cc1ccc2c(C)c(C(=O)NCC(C)(C)N3CCOCC3)oc2c1C | 12 | 2 | -16 | -1 | 0 | 3 | 23 | 1 | 3 | i
Clc1ccc(-c2nnc(-c3ccccc3)nc2N2CCSCC2)cc1 | 6 | 35 | -51 | 4 | -3 | -4 | -56 | -1 | 21 | i
Cc1ccc(NC(=O)C(=O)NCCN2CCN(S(C)(=O)=O)CC2)cc1C | 18 | 30 | 2 | 1 | -3 | -5 | 39 | -1 | 11 | i
O=C(c1ccccc1F)N1CCN(c2ccccc2)CC1 | 19 | -5 | -1 | 6 | -1 | 0 | 12 | 4 | -2 | i
COc1ccc(C(c2nnnn2CC2CCCO2)N2CCN(c3ccccc3)CC2)cc1 (stereo unspecified) | 9 | -2 | -8 | -3 | 1 | -2 | -4 | -1 | 0 | i
CC1C(=O)N2CCCc3cc(NC(=O)COc4ccccc4)cc1c32 (stereo unspecified) | 7 | -1 | · | · | -7 | · | 3 | -1 | 4 | i
O=C(O)c1ccc(Nc2ncnc3c2cnn3Cc2ccccc2)cc1 | 37 | 30 | -33 | -4 | -1 | 4 | 23 | -3 | 1 | i
S=c1[nH]nc(-c2ccc3ccccc3n2)n1-c1cc(Cl)cc(Cl)c1 | 24 | 37 | -3 | 1 | 4 | -1 | 12 | -4 | 3 | i
(next part)
SMILES | AI-2 QS modul | HSF1 activator | KLF5 inh | HSP90 inh | GSK3B inh | IEC-6 cytotox | aSyn 5UTR inh | GSK3A inh | HSF1 inh | PolyA inh
Cc1ccc(C(=O)Nc2cc3c(cc2Cl)OCCCO3)cc1 | 17 | 29 | -196 | -1 | 5 | -2 | -145 | -4 | 13 | i
Cc1cc(OCc2nc(-c3ccc(NC(=O)c4cccnc4)cc3)no2)ccc1Cl | 33 | 5 | -21 | 0 | 4 | -5 | -24 | -4 | -3 | i
COC(=O)Cn1c(=O)c2c(nc3n2CC(C)CN3c2ccc(C)c(C)c2)n(C)c1=O (stereo unspecified) | 6 | 6 | · | · | 0 | · | 6 | -1 | 1 | i
COC(=O)Cn1cc(/C=N/NC(=O)c2ccc(C#N)cc2F)c2ccccc21 | 14 | 2 | -34 | -1 | 2 | 1 | 5 | · | -2 | i
COc1ccc(-c2ccc3nnc(SCC(N)=O)n3n2)cc1 | 5 | 18 | -6 | -3 | -2 | 3 | 11 | -1 | -2 | i
CCOC(=O)c1sc(NC(=O)CCN2C(=O)c3cccc([N+](=O)[O-])c3C2=O)c(C(=O)OCC)c1C | 10 | 17 | -43 | 1 | -25 | 2 | -21 | -1 | 0 | i
COc1ccccc1C(=O)N(CCN(C)C)c1nc2cc(C)cc(C)c2s1 | -5 | 6 | -1 | 2 | 2 | -2 | 10 | · | 4 | i
Cc1ccc(NC(=O)CSc2nc(O)cc(=O)n2-c2ccc(C)cc2)cc1 | -9 | 27 | -24 | -1 | 5 | -5 | 22 | 7 | 8 | i
COc1ccc(OCc2nnc(SCC(=O)NCc3ccco3)o2)cc1 | 35 | 0 | -6 | 5 | -3 | 2 | 10 | 1 | -6 | i
COc1ccc(/C=C/CN2CCC(CO)(Cc3ccccc3Cl)CC2)cc1 | 38 | 2 | -13 | 5 | 0 | 2 | -5 | 1 | 8 | i
CCCN1CCN(C(=O)c2ccc(CS(=O)c3ccc(Cl)cc3)o2)CC1 (stereo unspecified) | -5 | 7 | -19 | 0 | -1 | -2 | -26 | 0 | 10 | i
CCOC(=O)C1CCN(C(=O)CNC(=O)Cn2c(C)cc3ccccc3c2=O)CC1 | 1 | 3 | -7 | -2 | -4 | 5 | -3 | 0 | -4 | i
Nc1ccc(Nc2nc(-c3cccs3)cs2)cc1 | 18 | 5 | -19 | 2 | 0 | 9 | -37 | 1 | -4 | i
CC(=O)OCc1cc(=O)n(C)c(=O)n1C | 18 | -16 | -23 | 0 | 1 | -2 | -13 | -4 | -3 | i
COc1ccc(NC(=O)C2CC(=O)OC23CCOC(C)(C)C3)cc1 (stereo unspecified) | 27 | -2 | -9 | 7 | 1 | 0 | -8 | 1 | 5 | i
O=C1c2cc(N3CCCC3)c([N+](=O)[O-])cc2C(=O)N1c1ccccc1 | 27 | 3 | -9 | -4 | 0 | 6 | 3 | -2 | 4 | i
COc1ccc(CC(=O)n2nc(-c3ccccc3)nc2NCc2ccco2)cc1 | 1 | 7 | -27 | 1 | 2 | 1 | -38 | 6 | -2 | i
Cn1c(=O)n(C)c2cc(NC(=O)COc3ccccc3)ccc21 | 20 | 8 | -20 | 16 | 0 | -4 | -14 | 2 | -5 | i
Cc1ccc(NC2CCCN(C(=O)c3ccoc3)C2)cc1C (stereo unspecified) | 16 | 31 | -29 | -1 | -1 | 3 | -8 | · | 16 | i
C/C=C/COC(=O)c1[nH]c2c(c1C)C(=O)CC(c1ccco1)C2 (stereo unspecified) | 15 | -37 | 83* | 1 | 1 | 83* | 67* | -3 | -30 | i
O=C(NC(NC1CCS(=O)(=O)C1)C(Cl)(Cl)Cl)c1ccc(Br)cc1 (stereo unspecified) | 16 | 5 | 18 | 2 | 3 | 15 | 26 | -1 | -3 | i
Cc1ccc(S(=O)(=O)Nc2cccc(-c3ccc4nncn4n3)c2)cc1 | 11 | -11 | · | · | -1 | · | 17 | · | -7 | i
COCCCNCC(=O)c1c(N)n(Cc2ccccc2)c(=O)n(C)c1=O | 36 | -9 | -3 | 0 | 1 | 3 | 1 | 0 | 4 | i
Cn1nc(-c2ccccc2)cc1NC(=O)c1ccccc1 | -4 | 17 | -53 | 3 | -2 | -1 | -12 | 0 | 4 | i
O=C(NC(=S)NCCc1ccccc1)c1ccccc1F | 17 | 42 | -3 | 0 | 0 | 0 | -11 | -2 | 25 | i
Continued.
SMILES | AI-2 QS modul | HSF1 activator | KLF5 inh | HSP90 inh | GSK3B inh | IEC-6 cytotox | aSyn 5UTR inh | GSK3A inh | HSF1 inh | PolyA inh
COc1ccc(OC)c(S(=O)(=O)NCc2cn3cccc(C)c3n2)c1 | 20 | 17 | -33 | 1 | 1 | 8 | 20 | -2 | -8 | i
Cc1nn2c(N)c(-c3ccccc3)cnc2c1-c1ccc(Cl)cc1 | 6 | -2 | -162 | -2 | 2 | 10 | -193 | 0 | 1 | i
O=C(Nc1ccc(Cl)cn1)C1C(c2ccccc2)C1(Cl)Cl (stereo unspecified) | 22 | -7 | -39 | -3 | 1 | -8 | 20 | 1 | -5 | i
CC(=O)Nc1ccccc1C(=O)C(=O)Nc1ccc(C)c(F)c1 | 17 | 1 | -61 | -1 | 2 | 1 | -264 | 2 | -3 | i
Cc1c(NC(=O)c2ccc(CC(C)C)o2)c(=O)n(-c2ccccc2)n1C | 30 | -5 | -10 | -6 | 0 | -6 | -8 | -3 | -2 | i
COCCNC(=O)CN1CCN(Cc2cccc(Cl)c2)C1=O | 38 | -1 | -31 | -3 | -3 | -2 | 10 | -3 | -4 | i
CC(=O)Nc1ccc(S(=O)(=O)N2CCCN(S(=O)(=O)c3ccc(C)cc3)CC2)cc1 | 17 | 2 | 6 | -2 | 0 | 2 | -16 | -1 | -1 | i
CCOc1ccc(CCNC(=O)CCNS(=O)(=O)c2ccc(Br)cc2)cc1OCC | 8 | 4 | -10 | -3 | -3 | -3 | 25 | 1 | 3 | i
CCc1cc(C(=O)N2CCCC(N3CCN(c4cccc(C(F)(F)F)c4)CC3)C2)n(C)n1 (stereo unspecified) | -4 | -9 | -36 | -1 | 1 | 8 | 26 | 0 | -5 | i
Cc1ccc(-c2cc(-c3ccccc3)nc(Cl)n2)cc1 | 24 | 6 | -3 | -3 | -2 | 1 | -72 | 3 | 10 | i
COc1ccc(CCNC(=O)CSc2ccc(-c3cccs3)nn2)cc1OC | 5 | 5 | -34 | -3 | 1 | -4 | 1 | -2 | -2 | i
O=c1[nH][nH]c(C(F)(F)F)c1C=NCc1ccc(Cl)cc1 | -17 | -17 | -18 | 0 | -4 | 1 | 6 | 10 | -10 | i

This is a subset; the hit share may differ from the screen's.
